Assay outcomes as filed in PubChem.
core dimer inh – blocks dimerization of HCV core protein. inhibition, % at 5 µM. AID 1899. hit rate 0.33% among 300,000. TR-FRET GST/Flag-core106 dimerization, 1536-well;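 active = inhibition above the mean of all tested compounds plus 3 SD, set per screening campaign, cut at about 45% in these data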
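System – GST-tagged and Flag-tagged HCV core protein residues 1-106 · Repeats – one well for each compound · Technique – TR-FRET 671 and 617 nm emission · Doses – one concentration, 5 µM, in 0.5% DMSO · Times – 4 h, 22.5 °C incubation · Also added – Eu donor and XL665 acceptor anti-tag antibodies · Measure – percent inhibition of core106 dimerization signal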
CTSL1 counter – cathepsin L1 inhibition, PFM18AAP counter-screen | inhibition, % at 5.96 µM | recombinant F. hepatica cathepsin L1, Z-Leu-Arg-MCA fluorescence | AID 1906 | hit rate 0.49% among 300,000;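 active = inhibition above the mean of all tested compounds plus 3 SD, set per screening campaign, cut at about 17% in these data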;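 note: 0% = plate median of test compound wells and 100% = 1 µM Z-Phe-Ala-diazomethylketone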
proCasp3 act – activators of human procaspase-3 | recombinant procaspase-3 D3A, Ac-DEVD-pNA absorbance 405 nm | activation, % at 8.5 µM | hit rate 0.11% among 330,000 | AID 463141;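 active = activation above the mean of all tested compounds plus 3 SD, cut at about 21% in these data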;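 note: 0% = DMSO alone and 100% = DMSO wells spiked with extra 5 µM PC-3 D3A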
Target sequence (P42574 whole entry D9A/D28A/D175A): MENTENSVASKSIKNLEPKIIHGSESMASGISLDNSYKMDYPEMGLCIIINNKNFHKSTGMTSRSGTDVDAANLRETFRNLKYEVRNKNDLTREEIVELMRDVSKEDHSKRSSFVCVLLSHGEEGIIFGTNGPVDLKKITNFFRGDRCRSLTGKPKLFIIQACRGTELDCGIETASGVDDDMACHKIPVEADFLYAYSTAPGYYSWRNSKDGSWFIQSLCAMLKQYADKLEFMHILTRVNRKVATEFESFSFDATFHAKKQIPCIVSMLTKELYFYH
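Assay system – Procaspase-3 D3A mutant, all three cleavage aspartates alanine · Controls – DMSO-only low control, 5 µM PC-3 D3A high control · Schedule – 1 h compound preincubation, 2 h substrate hydrolysis at 25 °C · Signal – 405 nm absorbance of p-nitroaniline, reads at 0 and 120 min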
AHR act – activators of human aryl hydrocarbon receptor; AID 2796; P35869; activation, % at 5 µM; AHR-responsive luciferase reporter cells, luminescence; hit rate 2.5% among 320,000; in the data active = activation above about 47%;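 note: 0% = vehicle wells and 100% = reference agonist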
TPT1 inhibitor – blocks Candida albicans tRNA 2'-phosphotransferase; recombinant caTPT1, FP RNA substrate dephosphorylation; inhibition, % at 5 µM; hit rate 0.81% among 300,000; AID 1962;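 active = inhibition above the mean of all tested compounds plus 3 SD, set per screening campaign, cut at about 24% in these data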;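 note: plate controls were DMSO alone for no effect and ferristatin control at 100 nM for full effect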
PP1 counter – blocks human PP1-alpha phosphatase, a PP5 counter-screen; purified PP1alpha, OMFP fluorescence; P62136; inhibition, % at 6.7 µM; AID 2235; hit rate 0.9% among 320,000;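 active = inhibition above the mean inhibition of all tested compounds plus 3 SD, computed separately for each screening campaign, cut at about 15% in these data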
PP5 inh – PP5 (human) phosphatase inhibition. purified PP5c, OMFP substrate fluorescence. P53041. inhibition, % at 6.7 µM. hit rate 0.18% among 320,000;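 active = inhibition above the campaign's mean inhibition across all tested compounds plus 3 SD, cut at about 9.5% in these data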;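 note: 0% = DMSO only and 100% = 100 µM cantharidin control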
Target sequence (P53041 whole entry, looked up): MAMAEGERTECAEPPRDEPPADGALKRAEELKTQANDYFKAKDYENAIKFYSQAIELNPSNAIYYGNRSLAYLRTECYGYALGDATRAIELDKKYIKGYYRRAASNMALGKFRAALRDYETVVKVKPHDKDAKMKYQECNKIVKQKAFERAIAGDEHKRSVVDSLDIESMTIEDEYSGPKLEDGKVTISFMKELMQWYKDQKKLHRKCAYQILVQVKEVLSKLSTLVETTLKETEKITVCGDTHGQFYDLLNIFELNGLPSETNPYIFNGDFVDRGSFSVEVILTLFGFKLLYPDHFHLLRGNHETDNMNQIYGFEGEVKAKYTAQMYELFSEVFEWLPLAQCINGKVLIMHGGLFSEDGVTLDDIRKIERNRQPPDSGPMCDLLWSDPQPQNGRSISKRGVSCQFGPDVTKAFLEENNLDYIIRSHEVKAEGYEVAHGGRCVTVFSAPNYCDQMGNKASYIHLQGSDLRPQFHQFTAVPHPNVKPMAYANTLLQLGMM
PAFAH2 inh – inhibitors of human PAFAH2 | inhibition, % at 3.39 µM | Q99487 | hit rate 0.99% among 340,000 | recombinant PAFAH2, FP-rhodamine activity probe, fluorescence polarization;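 active = inhibition above the mean over all tested compounds plus 3 SD, cut at about 30% in these data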;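 note: inhibitors block probe labeling of enzyme so polarization drops; 0% = enzyme with DMSO and 100% = wells lacking PAFAH2 protein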
proCasp7 act – counter-screen: procaspase-7 (human) activation. activation, % at 8.5 µM. recombinant procaspase-7, Ac-DEVD-pNA absorbance 405 nm; D23A/D198A/D206A triple mutant, cannot self-cleave; scale: DMSO 0, 5 µM enzyme 100. hit rate 0.093% among 330,000. P55210;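 active = percent activation above the screen-wide mean plus 3 SD, cut at about 25% in these data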
Target sequence (P55210 whole entry D23A/D198A/D206A): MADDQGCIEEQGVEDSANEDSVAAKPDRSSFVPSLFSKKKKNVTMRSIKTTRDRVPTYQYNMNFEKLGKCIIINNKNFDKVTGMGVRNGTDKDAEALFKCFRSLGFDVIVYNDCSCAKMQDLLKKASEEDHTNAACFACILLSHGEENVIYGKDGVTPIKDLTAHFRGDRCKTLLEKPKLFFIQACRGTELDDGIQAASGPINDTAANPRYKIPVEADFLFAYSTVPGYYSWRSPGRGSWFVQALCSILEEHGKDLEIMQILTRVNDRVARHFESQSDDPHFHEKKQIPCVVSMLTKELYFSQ
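Test system: Procaspase-7 triple mutant (PC-7 D3A). Also added: Ac-DEVD-pNA substrate, 400 µM as added. Schedule: 1 h enzyme–compound preincubation and 2 h substrate reaction, both 25 °C. Signal: p-Nitroaniline absorbance at 405 nm, read at 0 and 120 min. Control set: low DMSO alone, high DMSO plus 5 µM PC-7.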
Starred values were filed as active, the others as inactive; . = not tested or not shown.

SMILES	core dimer inh	CTSL1 counter	proCasp3 act	AHR act	TPT1 inhibitor	PP1 counter	PP5 inh	PAFAH2 inh	proCasp7 act
CN(C)CP(=O)(Nc1ccccc1)N(C)C (stereo not given)	-4	1	-2	9	0	-2	1.6	10	-4
Cc1ccc(CN(Cc2ccccc2)C(=S)NCC(=O)N2CCC3(CC2)OCCO3)o1	-3	9	-12	2	-3	13	0.4	6	-39
CCOC(=O)C1CCN(/C=C2\C(=O)NC(=S)N(CC)C2=O)CC1	-6	6	3	-4	-4	-3	-0.2	2	-7
CCC(=O)C(CCN1CCOCC1)(c1ccccc1)c1ccccc1	9	0	3	-2	1	-1	1.4	6	-9
COC(=O)CCCNC(=O)CN1CC(c2ccccc2)CC1=O (stereo not given)	-3	-2	13	2	0	1	1.3	-1	-1
Cc1cccnc1NC1=NCC(C)S1 (stereo not given)	-1	-3	-1	5	-2	0	0.1	2	8
O=P(CN1CCN(c2ccccc2)CC1)(N1CCCCC1)N1CCCCC1	-2	0	-1	1	0	-3	0.8	-3	2
CC(=O)CC(=O)C1C(=O)N(C)C(=O)N(C)C1=O	3	-6	-3	-2	8	-4	0.1	-3	5
Cn1c(O)c(C=NC2CCN(Cc3ccccc3)CC2)c(=O)[nH]c1=O	1	-1	-2	0	2	-5	-1.1	6	7
Cc1ccc(C)c(CN2CCC(n3nnc4cc(F)ccc43)CC2)c1	7	-1	5	-4	-2	2	4.1	-3	-1
CC(=O)Nc1ccc(OC(=O)N2CCCCC2)cc1	-4	-2	7	-15	-4	-2	2.0	4	-4
Cc1ccccc1-n1c(O)c(/C=C2/C(c3ccccc3)=Nc3ccccc32)c(=O)[nH]c1=O	-34	2	-13	33	6	2	1.2	13	-14
CCN1CCN(Cc2cc(Br)cc(Br)c2O)CC1	0	1	8	27	-2	-1	1.8	-8	2
Cn1cc(C(=O)OCC(=O)NC2CCCC2)c2ccccc21	.	.	-8	8	.	-4	1.4	59*	2
C[N+]1(C)C2CCC1CC(OC(=O)c1c[nH]c3ccccc13)C2 (stereo not given)	1	-4	3	-1	-3	-2	-0.9	3	5
CC1[C@H]2Cc3ccc(O)cc3[C@]1(C)CCN2CCc1ccccc1 (stereo not given in full)	.	.	3	3	.	.	.	-7	-4
CNCC(O)c1cc(F)c(OCc2ccccc2)c(OCc2ccccc2)c1F (stereo not given)	-3	1	7	7	-2	6	3.8	3	3
CCCCn1c(=O)c(C=Nc2cccnc2Cl)c(O)n(CCCCl)c1=O	6	0	-4	15	30*	-2	-3.1	-4	3
CCOC(=O)CN1C(=O)C2(C(C#N)=C(N)Oc3ccccc32)C(C(=O)OC)=C1C (stereo not given)	-6	-2	-3	9	-5	3	3.5	-5	-7
O=C(c1cc2ccccn2n1)N1CCC2(CC1)OCCO2	-5	-3	-6	3	-2	2	1.5	-2	-2
Cc1ccc(OCCSC2=NN2c2cc(C)nc(N)n2)cc1	-5	-11	0	1	-3	1	2.5	0	4
COC1=CC2[C@@H]3Cc4ccc(OC)c(O)c4[C@]2(CCN3C)CC1=O (stereo not given in full)	.	.	4	0	.	.	.	2	-4
COc1ccc(-n2cnc3cc(C(=O)N4CCC5(CC4)OCCO5)ccc32)cc1	2	2	-1	4	-1	-5	2.9	-7	0
COCCNC(=O)c1c(NC(=O)c2ccco2)n(Cc2ccccc2)c2nc3ccccc3nc12	8	1	-9	1	15	5	1.1	-4	-12
O=P(Oc1ccccc1)(Oc1ccccc1)c1ccccc1	2	1	5	1	1	-4	2.5	-1	-3
Further structures follow:
SMILES	core dimer inh	CTSL1 counter	proCasp3 act	AHR act	TPT1 inhibitor	PP1 counter	PP5 inh	PAFAH2 inh	proCasp7 act
O=C(O)C1C2CCC(O2)C1C(=O)Nc1ccc(Cl)cc1 (stereo not given)	-1	-3	3	-2	-4	63*	69*	.	4
CCOc1ccc(N=Cc2c(O)n(-c3cc(C)cc(C)c3)c(=O)[nH]c2=O)cc1	4	6	-7	4	3	-4	-0.9	4	8
CC(C)=CCSc1nnc([C@@H](N)Cc2c[nH]c3ccccc23)o1	1	1	-2	8	-1	3	0.3	10	-8
NC(=O)CN1CCCC1=O	-2	1	6	-1	3	0	-0.6	-10	-4
COC(=O)C1=C(c2cccc(Cl)c2)C[C@@H]2CC[C@H]1N2C(=O)NCC1CC1	.	.	-9	1	.	0	-0.3	-1	-8
CCn1cc(C=C2C(=O)N(C)C(=O)N(C)C2=O)c2ccccc21	2	1	-11	23	10	0	-0.4	10	-2
COc1cc(CN2CCN(C(=O)Cc3ccccc3)CC2)cc(OC)c1OC	-5	3	-10	-2	-1	5	1.1	7	-1
O=C(c1cccn2c(=O)c3cc(Cl)ccc3nc12)N1CCC2(CC1)OCCO2	0	1	-1	15	-1	-3	-1.7	1	0
CCCCOCCCn1c(N)c(C(=O)OCCOC)c2nc3ccccc3nc21	2	1	0	7	0	-1	5.9	2	-4
CON(C)C(=O)Nc1ccc(Cl)cc1	5	-1	-1	3	-1	-10	2.8	-3	-1
CO[C@H]1[C@@H](OC)CC(OC2OC(CO)C(O)C(O)C2O)/C(=C\C#N)[C@@H]1O (stereo not given in full)	-10	-2	12	1	2	0	2.7	-1	11
O=C1/C(=C\c2ccc(Cl)cc2Cl)N2CCC1CC2	1	6	0	0	1	-7	2.2	.	-2
COc1cc(CN2CCCC(C(=O)c3sccc3C)C2)cc(Cl)c1O (stereo not given)	2	3	0	2	1	0	0.1	-1	-5
CCCNS(=O)(=O)c1ccc(OCC(=O)N2CCN(Cc3ccc4c(c3)OCO4)CC2)cc1	-1	-2	5	2	0	2	0.6	2	-6
O=c1c2cc(Br)ccc2[nH]c(=S)n1-c1ccccc1	-1	-1	-4	50*	1	8	1.3	5	0
CCCCCCNc1nc(OC)nc(N2CC3CC(C2)c2cccc(=O)n2C3)n1 (stereo not given)	6	-1	-8	9	4	-2	0.0	2	1
CC1(C)CN=C(Nc2nc3ccccc3s2)S1	-2	-2	-4	25	-4	1	4.1	0	-2
C=CCn1c(=O)c(C=Nc2cccc([N+](=O)[O-])c2)c(O)n(CCCC)c1=O	7	1	-2	-1	113*	3	0.5	-10	5
CCC(=NC1CCN(Cc2ccccc2)CC1)c1c(O)[nH]c(=O)[nH]c1=O	1	-1	0	-2	0	0	0.7	-8	0
O=C(O)c1ccccc1N=Nc1c(O)[nH]c(=O)[nH]c1=O	2	3	-2	1	1	-2	2.8	2	-10
O=C1NC(=S)N(c2ccc(F)cc2)C(=O)/C1=C/c1ccco1	77*	2	-14	0	78*	40*	0.3	.	-11
CNP(=S)(NC)OCCOc1ccc(OC)cc1	4	0	7	2	0	7	-1.9	4	0
COc1ccc(NP(=O)(Oc2cccc(C)c2)Oc2cccc(C)c2)cc1OC	4	0	3	3	-3	-1	3.6	0	-3
C[n+]1c(-c2ccccc2)cc(CCCCc2cc(-c3ccccc3)[n+](C)c(-c3ccccc3)c2)cc1-c1ccccc1	-4	0	-3	-2	10	6	0.7	0	1
CCOC(=O)c1c(C)n(Cc2ccc3c(c2)OCO3)c2ccc(O)cc12	0	1	3	7	-4	4	5.7	-10	2

13 entries from above in a different format.
SMILES | core dimer inh | CTSL1 counter | proCasp3 act | AHR act | TPT1 inhibitor | PP1 counter | PP5 inh | PAFAH2 inh | proCasp7 act
COc1cc(CN2CCCC(C(=O)c3sccc3C)C2)cc(Cl)c1O (stereo not given) | 2 | 3 | 0 | 2 | 1 | 0 | 0.1 | -1 | -5
CCCNS(=O)(=O)c1ccc(OCC(=O)N2CCN(Cc3ccc4c(c3)OCO4)CC2)cc1 | -1 | -2 | 5 | 2 | 0 | 2 | 0.6 | 2 | -6
O=c1c2cc(Br)ccc2[nH]c(=S)n1-c1ccccc1 | -1 | -1 | -4 | 50* | 1 | 8 | 1.3 | 5 | 0
CCCCCCNc1nc(OC)nc(N2CC3CC(C2)c2cccc(=O)n2C3)n1 (stereo not given) | 6 | -1 | -8 | 9 | 4 | -2 | 0.0 | 2 | 1
CC1(C)CN=C(Nc2nc3ccccc3s2)S1 | -2 | -2 | -4 | 25 | -4 | 1 | 4.1 | 0 | -2
C=CCn1c(=O)c(C=Nc2cccc([N+](=O)[O-])c2)c(O)n(CCCC)c1=O | 7 | 1 | -2 | -1 | 113* | 3 | 0.5 | -10 | 5
CCC(=NC1CCN(Cc2ccccc2)CC1)c1c(O)[nH]c(=O)[nH]c1=O | 1 | -1 | 0 | -2 | 0 | 0 | 0.7 | -8 | 0
O=C(O)c1ccccc1N=Nc1c(O)[nH]c(=O)[nH]c1=O | 2 | 3 | -2 | 1 | 1 | -2 | 2.8 | 2 | -10
O=C1NC(=S)N(c2ccc(F)cc2)C(=O)/C1=C/c1ccco1 | 77* | 2 | -14 | 0 | 78* | 40* | 0.3 | . | -11
CNP(=S)(NC)OCCOc1ccc(OC)cc1 | 4 | 0 | 7 | 2 | 0 | 7 | -1.9 | 4 | 0
COc1ccc(NP(=O)(Oc2cccc(C)c2)Oc2cccc(C)c2)cc1OC | 4 | 0 | 3 | 3 | -3 | -1 | 3.6 | 0 | -3
C[n+]1c(-c2ccccc2)cc(CCCCc2cc(-c3ccccc3)[n+](C)c(-c3ccccc3)c2)cc1-c1ccccc1 | -4 | 0 | -3 | -2 | 10 | 6 | 0.7 | 0 | 1
CCOC(=O)c1c(C)n(Cc2ccc3c(c2)OCO3)c2ccc(O)cc12 | 0 | 1 | 3 | 7 | -4 | 4 | 5.7 | -10 | 2

Further records
SMILES	core dimer inh	CTSL1 counter	proCasp3 act	AHR act	TPT1 inhibitor	PP1 counter	PP5 inh	PAFAH2 inh	proCasp7 act
O=C(CCCOc1ccc(Cl)cc1Cl)N1CCC2(CC1)OCCO2	7	3	15	3	5	-3	0.0	23	3
CNC(=S)N1CCn2cccc2C1c1cccnc1 (stereo not given)	-7	-2	-13	2	-2	1	3.3	0	-26
O=C(N/N=C/c1c(O)n(-c2ccccc2)c(=O)[nH]c1=O)c1ccncc1	-8	4	-5	21	16	-3	-2.6	0	5
Clc1ccc(OCC#CCN2CCCC2)cc1	-2	2	4	4	3	-5	-1.0	-2	1
CCCCOC(=O)COc1cc(C)cc2oc(=O)c3c(c12)CCC3	35	0	18	0	-2	-2	1.3	-1	10
Cc1nn(Cc2ccccc2Cl)c(C)c1C(=O)NC1CCCc2ccccc21 (stereo not given)	5	-1	9	1	-1	3	1.7	4	1
COc1ccccc1/C=C1/C(=N/O)C2CCN1CC2	4	0	-6	8	-4	1	-0.1	-4	-10
CCOc1ccccc1OCC(=O)Nc1ccc(Cl)cc1C(=O)c1ccccc1	10	2	-3	-1	1	-1	2.4	-5	-12
c1ccc2c3c([nH]c2c1)C1(CCNCC1)NCC3	4	-1	7	2	-3	0	1.9	-1	-3
O=c1[nH]c(=O)n(Cc2ccccc2Cl)c(O)c1/C=C1/C=CC=N1	17	-1	-21	16	29*	6	1.1	0	-28

An excerpt; rates above refer to the full screens.
